Compound activity as filed in PubChem.
FLuc act counter: affects firefly luciferase, flagging false hits in luciferase stimulation screens | P08659 | ATPlite luciferase biochemical, luminescence, 10 min; 0 = ATP-free wells, 1 = DMSO control | activation factor at 10 µM | 200,000 tested, under 10 active;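 active = luciferase activation factor, scaled between plate controls, of at least 2 with compound at 10 µM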
Target sequence (P08659 whole entry, looked up): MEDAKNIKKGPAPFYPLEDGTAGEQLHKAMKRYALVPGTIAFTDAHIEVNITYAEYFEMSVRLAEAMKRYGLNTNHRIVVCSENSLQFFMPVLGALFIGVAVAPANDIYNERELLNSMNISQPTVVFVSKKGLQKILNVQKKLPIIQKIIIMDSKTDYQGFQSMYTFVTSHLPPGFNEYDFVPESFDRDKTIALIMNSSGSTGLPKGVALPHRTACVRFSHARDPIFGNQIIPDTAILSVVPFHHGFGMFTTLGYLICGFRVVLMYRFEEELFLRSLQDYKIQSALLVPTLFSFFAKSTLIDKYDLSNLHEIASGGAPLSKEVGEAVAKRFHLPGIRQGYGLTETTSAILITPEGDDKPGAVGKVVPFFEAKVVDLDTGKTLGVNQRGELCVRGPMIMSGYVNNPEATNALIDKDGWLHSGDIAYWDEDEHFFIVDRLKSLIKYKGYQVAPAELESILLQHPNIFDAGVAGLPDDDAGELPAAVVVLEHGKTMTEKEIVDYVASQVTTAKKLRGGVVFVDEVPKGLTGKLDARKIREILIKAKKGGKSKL
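test system = cell-free luciferase reagent | medium = PBS as buffer for the ATP substrate | dosing = test compounds dosed from 2 mM stocks in 100% DMSO | incubation = 10 min at ambient temperature | detection = luminescence measurement of luciferase light output | benchmarks = low control with PBS replacing ATP, high control enzyme plus ATP without compound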
bIAP activator: intestinal alkaline phosphatase (bovine) activation | 200,000 compounds, 0.17% hits | activation factor at 20 µM | purified bovine IAP, CDP-star luminescence, 30 min; hits give high values; fold of DMSO-control signal, blank-subtracted;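 active = activation factor of 2 or more at 20 µM, a signal rise over negative controls twice the positive control's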
TNAP inh noacc: TNAP (human) inhibition, acceptor-free conditions. purified TNAP, CDP-star luminescence, 30 min. inhibition, % at 20 µM. 200,000 compounds, 0.26% hits. AID 1012;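 active = tissue-nonspecific alkaline phosphatase inhibition above about 50% at 20 µM in the single-dose screen, limit read from the data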;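 also: 0% = DMSO negative control and 100% = EDTA positive control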
Target sequence (P05186 whole entry, looked up): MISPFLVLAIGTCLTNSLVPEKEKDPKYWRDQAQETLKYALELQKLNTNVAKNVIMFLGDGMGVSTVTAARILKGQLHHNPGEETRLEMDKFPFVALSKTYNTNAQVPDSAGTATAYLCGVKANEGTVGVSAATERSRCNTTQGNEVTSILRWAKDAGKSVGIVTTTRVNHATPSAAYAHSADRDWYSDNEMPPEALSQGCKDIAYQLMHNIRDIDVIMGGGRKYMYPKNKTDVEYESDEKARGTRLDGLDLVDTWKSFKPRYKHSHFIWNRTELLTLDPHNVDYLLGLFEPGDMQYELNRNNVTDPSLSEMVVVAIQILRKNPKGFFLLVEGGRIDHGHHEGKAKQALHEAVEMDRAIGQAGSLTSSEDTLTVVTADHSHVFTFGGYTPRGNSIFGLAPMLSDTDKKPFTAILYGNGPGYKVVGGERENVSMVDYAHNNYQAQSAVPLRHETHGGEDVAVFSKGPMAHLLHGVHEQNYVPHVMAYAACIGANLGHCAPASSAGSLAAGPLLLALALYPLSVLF
TNAP inh hi DEA: inhibitors of human TNAP at high phosphate acceptor concentration; P05186; purified TNAP, CDP-star luminescence, 1 M DEA; inhibition, % at 20 µM; 200,000 compounds, 0.03% hits; AID 1135;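 active = over 50% inhibition of tissue-nonspecific alkaline phosphatase at 20 µM in the single-dose screen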;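 also: plate controls were DMSO wells for no effect and EDTA-quenched wells as full inhibition for full effect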
Lmaj promast: reduces viability of Leishmania major promastigotes; inhibition, % at 10 µM; resazurin fluorescence viability; 200,000 compounds, 9% hits; in the data active = inhibition above about 50%;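 also: promastigotes grown with compound for 44 hours at 28 °C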
RAM network inh: inhibitors of the yeast RAM network | S. cerevisiae dse1pr::URA3 reporter, 5-FOA growth OD615, 2 d; analog-sensitive cbk1-as2 kinase mutant strain | inhibition, % at 50 µM | 190,000 compounds, 1.8% hits | AID 868;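 active = inhibition above a set limit, 3 SD over mean compound inhibition, cut at about 8.4% in these data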;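 also: 0% = DMSO-only wells with no growth and 100% = 10 µM 1-NA-PP1 full growth; inhibition rescues growth on 5-FOA so higher OD means more RAM inhibition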
FLuc inh counter: Photinus pyralis luciferase inhibition counter-screen | inhibition, % at 10 µM | ATPLite firefly luciferase biochemical luminescence, 10 min | 200,000 compounds, 1.5% hits | P08659;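 active = inhibition above about 50% when tested at 10 µM, limit read from the data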
TNAP act hiacc: TNAP (human) activation, high acceptor; AID 1136; 200,000 tested, under 10 active; purified TNAP, CDP-star luminescence, 1 M DEA, 30 min; hits give high values; 0 = EDTA background, 1 = DMSO-only activity; activation factor at 20 µM;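 active = activation factor at least 2 at 20 µM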
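Test system – human TNAP · Doses – 20 µM single point · Incubation – 30 min, room temperature · Signal – luminescent substrate turnover signal · Read-out basis – activation factor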
bIAP inhibitor: blocks bovine intestinal alkaline phosphatase activity; 190,000 tested, under 10 active; inhibition, % at 20 µM; AID 1019; purified bovine IAP, CDP-star luminescence, 30 min;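 active = over 50% inhibition of intestinal alkaline phosphatase at 20 µM in the single-dose screen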
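System: purified bovine intestinal alkaline phosphatase (IAP) enzyme; Input: IAP diluted 1/65,000,000 in the well; Measured by: CDP-star luminescence signal; Compound dosing: 20 µM single dose; Incubation: 30 min reaction at room temperature.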
APP 5UTR inh: APP translation inhibition; AID 1285; 190,000 compounds, 0.82% hits; SH-SY5Y APP 5'UTR-luciferase reporter, luminescence; inhibition, % at 2 µM;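 active = inhibition above a set limit, derived from the sample mean plus 3 SD, cut at about 45% in these data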; also: values of inactives mirror those of a sister screen read the other way
* hit, by the source's call; nt = no result given.

Values in the order: FLuc act counter, bIAP activator, TNAP inh noacc, TNAP inh hi DEA, Lmaj promast, RAM network inh, FLuc inh counter, TNAP act hiacc, bIAP inhibitor, APP 5UTR inh
CC(C)(C)C1CCC2(CC1)Nc1cccc3cccc(c13)N2
    1, 0.6, -0.6, 3.4, 100.1*, 8.9*, 1.1, 1, 39.5, 4.3
Cc1ccc2oc(-c3cccc(NC(=O)C4CCCO4)c3)nc2c1 (stereo not given)
    0.7, 1, -7.5, 3.9, -1.2, -1.4, 30.3, 1, -2.8, -55.9
Cc1ccc(CNC(=O)C2=CCN(S(=O)(=O)c3ccc(C)cc3)CC2)cc1
    1.1, 0.9, -13.0, -0.6, -5.2, 2.3, -7.7, 1, 11.4, 3.8
FC(F)(F)c1ccc2nnc(-c3c(Cl)cccc3Cl)n2c1
    1, 1, -4.0, -0.8, 2.0, 0.9, -0.9, 1, -0.9, -3.5
O=[N+]([O-])C(C1CCS(=O)(=O)C1)C1CCS(=O)(=O)C1 (stereo not given)
    1, 1, -6.9, -4.6, 12.2, 0.0, -0.2, 1, -4.3, -10.4
COc1ccc(Cn2nnnc2C(CC(C)C)N2CCN(c3ccccc3)CC2)cc1 (stereo not given)
    1, 1.1, -4.3, -2.7, 32.8, 2.5, -0.3, 1, -8.2, -11.6
Cc1ccc(S(=O)(=O)N2CCCC(C(=O)NCCC3=CCCCC3)C2)cc1 (stereo not given)
    1.1, 0.9, -21.6, -3.5, -7.8, -0.7, -7.4, 1, 8.3, nt
Cc1ccc(NC(=S)NC(=O)c2c(-c3ccccc3Cl)noc2C)cc1
    1.1, 0.9, 5.4, 0.3, 3.5, 2.2, -6.6, 1, 8.0, -25.0
COc1cc(/C=N\NC(=O)c2ccc(=O)[nH]n2)cc(OC)c1OC
    1, 0.8, -14.8, -1.3, -4.7, -0.2, -3.7, 1, 18.3, 10.2
COc1cccc(NC(=O)c2ccc(NC(C)=O)cc2)c1
    0.9, 0.9, -9.4, -11.9, -5.3, 4.5, 5.0, 1.1, 9.5, 0.9
CCN(CC)c1ccc(C=Nc2cc(C)ccc2C)c(O)c1
    0.5, 0.9, 3.3, 1.5, -5.9, -0.9, 49.8, 1, 10.8, 4.2
COc1cc(CNCc2ccccn2)ccc1OCc1cccc(Cl)c1
    1.1, 1.5, -14.3, -8.4, 98.8*, -1.3, -7.3, 1.1, -53.0, -0.4
Cc1ccc(CNC(=O)COC(=O)c2cc3c(s2)CCC(C)C3)cc1 (stereo not given)
    1, 0.7, -7.0, 3.3, 0.2, -1.3, -3.7, 1, 32.0, 0.3
O=C(Nc1scc(-c2ccc(F)cc2)c1C(=O)O)c1ccco1
    0.8, 1, 4.4, -0.7, -1.1, 3.6, 15.3, 1, -3.7, -7.0
CN(C)NC(=O)C(NC(=O)c1ccccc1)C12CC3CC(CC(C3)C1)C2 (stereo not given)
    1, 1.1, -8.2, 0.0, -5.7, 1.5, -2.3, 1, -13.6, -10.7
O=C(Nc1ccc2snnc2c1)N1CCN(c2ccccc2)CC1
    1, 0.7, -12.7, -6.2, 43.1, 0.6, -4.8, 1.1, 27.0, -4.5
CC(Nc1ccc(F)cc1F)C(=O)NC(=O)NC1CCCCC1 (stereo not given)
    1, 1.1, -7.9, 2.2, -2.4, 0.7, 0.3, 1, -5.4, 3.6
Cc1cccc(C(=O)NCCN2CCN(c3ccccc3)CC2)c1
    1, 1, -5.6, -3.5, 4.1, -0.9, -4.0, 1, -1.5, 11.5
CCOc1ccc(C(=O)C[n+]2ccc(C(=O)NCc3ccccc3)cc2)cc1
    1, 1, 11.3, 7.4, 3.8, 0.4, -1.1, 0.9, 4.6, 12.5
Cc1cc(Cl)ccc1NC(=S)NCCC(c1ccccc1)c1ccccc1
    1.1, 1.4, -53.1, -22.5, 30.1, 5.0, -7.6, 1.2, -38.7, -6.3
CN=C(c1ccc([N+](=O)[O-])cc1)N1CCCCC1
    1, 1, -28.8, 0.4, -6.0, 0.1, 0.6, 1, 2.6, -7.1
Cc1nn(C)c(C)c1CN(C)C(=O)C1(C)CC1(Br)Br (stereo not given)
    1.1, 0.5, -2.1, -4.6, -7.1, 1.7, -9.3, 1, 49.2, -13.7
CCOC(=O)C(C(C)C)C(N)Cc1ccc(F)cc1 (stereo not given)
    1, 1.1, -8.2, -2.6, -3.5, -0.1, -2.7, 1, -5.3, -34.8
CC(C)C[C@H](NC(=O)c1nc[nH]c1C(=O)NCCCCCNC(=O)OC(C)(C)C)C(=O)OCc1ccccc1
    1.1, 0.9, -5.4, -3.6, 20.8, 10.2*, -5.6, 1, 5.2, -2.0
COc1ccc(C(=O)NCC(=O)OCC(=O)N2CCCc3ccccc32)cc1
    0.9, 1, -14.1, 4.1, -4.3, 1.1, 13.4, 1, -2.6, -8.5
O=C(OCC(=O)N1CCN(C(=O)c2ccco2)CC1)c1ccccc1C(=O)c1ccccc1
    1, 1.1, -5.2, -0.7, 4.2, 1.0, -0.1, 1, -6.6, -9.7
N#CCCN1CCN(C(=S)c2ccc(-c3cccc(Cl)c3)o2)CC1
    1, 1, -8.6, -7.2, 14.3, -0.7, 1.8, 1.1, -3.2, -31.0
CC(=O)Nc1ccc(NC(C)=C(C#N)C#N)cc1
    1.1, 1.3, -13.2, -2.4, -4.8, 0.6, -5.8, 1, -28.7, 5.6
CC(c1ccccc1)C(Cc1nc2ccccc2[nH]1)c1nc2ccccc2[nH]1 (stereo not given)
    1.1, 4.1*, -292.0, -11.6, 95.0*, 0.0, -5.6, 1.1, -306.1, -1.4
O=C(CSc1ncc(-c2ccc(F)cc2)n1Cc1ccco1)Nc1nccs1
    1, 1, 4.6, -0.1, -7.3, 2.0, -0.9, 1, 3.7, 1.4

One compound at a time (already shown).
COc1cccc(NC(=O)c2ccc(NC(C)=O)cc2)c1 reads FLuc act counter: 0.9; bIAP activator: 0.9; TNAP inh noacc: -9.4; TNAP inh hi DEA: -11.9; Lmaj promast: -5.3; RAM network inh: 4.5; FLuc inh counter: 5.0; TNAP act hiacc: 1.1; bIAP inhibitor: 9.5; APP 5UTR inh: 0.9
COc1cc(CNCc2ccccn2)ccc1OCc1cccc(Cl)c1 reads FLuc act counter: 1.1; bIAP activator: 1.5; TNAP inh noacc: -14.3; TNAP inh hi DEA: -8.4; Lmaj promast: 98.8*; RAM network inh: -1.3; FLuc inh counter: -7.3; TNAP act hiacc: 1.1; bIAP inhibitor: -53.0; APP 5UTR inh: -0.4

Additional records follow.
Values in the order: FLuc act counter, bIAP activator, TNAP inh noacc, TNAP inh hi DEA, Lmaj promast, RAM network inh, FLuc inh counter, TNAP act hiacc, bIAP inhibitor, APP 5UTR inh
CCOC(=O)c1sc(NC(=O)CSc2nncn2C)nc1C
    1, 1.1, -10.0, -5.5, 1.3, 3.4, 3.1, 1.1, -6.2, -21.8
COc1cccc(-c2cc(C(=O)Nc3cc(OC)c(OC)c(OC)c3)no2)c1
    1.1, 0.9, -1.9, -3.8, 51.0*, 8.1, -5.6, 1, 12.2, -0.3
CC1Cc2ccccc2N1C(=O)c1nn(C)cc1Br (stereo not given)
    1, 0.5, -12.4, -2.8, -8.6, -0.4, -3.8, 1, nt, -13.2
Brc1ccc(-c2nnc3sc(CNC4CCCC4)cn23)cc1
    1.1, 0.9, -5.2, 0.8, 91.3*, 3.2, -5.1, 1, 11.0, -7.5
C=CCn1c(Cc2cccs2)nnc1SCC(=O)Nc1ccc(OC)cc1
    1.1, 0.9, -15.1, -6.7, 1.7, 2.3, -8.3, 1.1, 10.0, -9.9
O=C(Cn1cnc2ccccc21)N/N=C/c1ccco1
    1, 1.2, -1.9, 1.1, -2.5, 1.7, -1.9, 1, -22.7, -15.0
NC(=O)c1ccc[n+](Cc2cccc3ccccc23)c1
    1, 1, -7.3, -0.6, 17.6, 0.1, -2.0, 1, -3.8, -3.0
CC1Sc2n(c3ccccc3[n+]2C)N=C1c1ccccc1 (stereo not given)
    1.1, 0.9, -5.8, -2.9, 98.6*, 4.0, -7.9, 1, 9.6, 19.0
Cc1ccc(F)cc1NC(=O)CSc1ncccn1
    1, 1, -6.1, -3.9, 5.0, -1.0, 1.0, 1, -2.9, 3.5
Cc1cc(C)c(C(=O)/C=C/C=C/c2ccccc2)c(=O)[nH]1
    1, 1.1, -10.9, 2.5, 5.4, 1.0, 3.2, 1, -12.9, -3.9
CC(C)(C)c1cc(NC(=O)c2cccc(S(=O)(=O)N3CCOCC3)c2)no1
    1, 1, -9.3, -5.3, 40.0, -0.1, -4.5, 1.1, -3.4, -10.3
O=C(CNC(=O)c1ccc(Br)cc1)N/N=C/c1ccc[nH]1
    1, 0.9, -5.2, -0.9, 1.5, 0.3, -0.9, 1, 8.5, -2.7
O=C1/C(=C/c2cccc([N+](=O)[O-])c2)CCc2ccccc21
    0.8, 1, -14.5, 0.8, 95.4*, 2.4, 18.6, 1, -4.4, -8.3
N#CC1CC(c2ccc([N+](=O)[O-])cc2)=NN1c1ccc([N+](=O)[O-])cc1 (stereo not given)
    1, 1, 9.7, 18.3, 4.6, 5.2, 0.3, 0.8, 4.6, 2.6
COC(=O)c1oc(-c2ccc(Cl)cc2)nc1C
    0.9, 0.9, -3.6, -7.7, -12.7, 1.3, 7.0, 1.1, 7.1, -25.6
COc1ccc(CCNC(=O)CSc2nc(C)nc3c2oc2ccccc23)cc1OC
    1, 0.9, -2.1, -1.5, -7.8, 0.7, 0.2, 1, 12.6, -0.2
CN1CC2(C)CN(C(c3ccccc3)c3ccccc3)CC(C)(C1)C2O (stereo not given)
    1.1, 0.9, -14.6, -9.0, -2.1, 0.8, -6.8, 1.1, 11.9, 4.3
CCN(CC)S(=O)(=O)c1ccc(N=Nc2c(C)[nH]n(C(N)=S)c2=O)cc1
    0.6, 1, 6.7, 20.5, 2.5, 1.0, 37.5, 0.8, 1.8, -21.9
O=C(Cn1nc(-c2ccccc2)ccc1=O)NCC1CCCO1 (stereo not given)
    1.1, 0.9, -13.3, -5.1, -2.8, -0.3, -5.5, 1.1, 9.7, -8.0
Cc1onc(C(=O)Nc2cccnc2Cl)c1[N+](=O)[O-]
    1.1, 1.1, 6.9, -5.3, 4.8, 0.6, -5.1, 1.1, -8.7, -13.1
O=c1[nH]c(=O)c2nc3c4ccccc4c4ccccc4c3nc2[nH]1
    1, 0.9, -38.8, -3.4, 5.7, 8.0, -1.8, 1, 8.6, -27.4
COc1ccc(C(=O)Nc2ccc(C(=O)NCCc3ccc(OC)c(OC)c3)cc2)cc1
    1, 1, -193.0, -19.4, -2.2, -0.2, -4.5, 1.2, 2.0, -3.7
CCNC(=S)NNC(=O)c1cc(Br)cs1
    1, 0.7, -42.4, -0.3, 4.3, -0.3, -2.0, 1, 27.7, 10.6
O=C(OCN1C(=O)c2ccccc2C1=O)C1CCCCC1
    1.1, 1.1, -9.7, -1.4, -1.5, -0.5, -6.5, 1, -5.7, -3.2
Cc1cc(OC(=O)c2ccc(S(=O)(=O)N3CCOCC3)cc2)c([N+](=O)[O-])c(=O)[nH]1
    1.1, 1, -11.6, -4.4, -1.0, 0.1, -10.6, 1, 2.3, 11.0
CN(CC(=O)N1CC=C(c2ccccc2)CC1)S(=O)(=O)c1cnc[nH]1
    1, 1, 1.2, 1.9, 2.7, 0.4, -2.6, 1, -3.9, -2.5
CCN1/C(=C\c2ccc3cc(C)ccc3[n+]2CC)Sc2cc(C)c(C)cc21
    1, 0.6, 10.5, 25.1, 100.4*, -0.6, -0.6, 0.7, 37.4, 41.0
